Source: PubChem BioAssay
FBW7 activator: activators of human E3 ligase FBW7. Q969H0. AlphaScreen FBW7–phospho-cyclin E peptide binding, activator screen. normalized activity (activation), % at 26.1 µM. 650,000 compounds, 0.13% hits. AID 1259310; in the data active means normalized activity above about 1.9%;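 further: purified mutant Fbw7 with reduced substrate affinity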
MITF primary: inhibitors of human MITF. O75030. AlphaScreen MITF homodimerization, bead proximity signal. 650,000 compounds, 0.91% hits. inhibition, % at 2.6 µM; in the data active means inhibition above about 50%;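 further: 0% = vehicle wells with protein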
Target sequence (O75030 whole entry, looked up): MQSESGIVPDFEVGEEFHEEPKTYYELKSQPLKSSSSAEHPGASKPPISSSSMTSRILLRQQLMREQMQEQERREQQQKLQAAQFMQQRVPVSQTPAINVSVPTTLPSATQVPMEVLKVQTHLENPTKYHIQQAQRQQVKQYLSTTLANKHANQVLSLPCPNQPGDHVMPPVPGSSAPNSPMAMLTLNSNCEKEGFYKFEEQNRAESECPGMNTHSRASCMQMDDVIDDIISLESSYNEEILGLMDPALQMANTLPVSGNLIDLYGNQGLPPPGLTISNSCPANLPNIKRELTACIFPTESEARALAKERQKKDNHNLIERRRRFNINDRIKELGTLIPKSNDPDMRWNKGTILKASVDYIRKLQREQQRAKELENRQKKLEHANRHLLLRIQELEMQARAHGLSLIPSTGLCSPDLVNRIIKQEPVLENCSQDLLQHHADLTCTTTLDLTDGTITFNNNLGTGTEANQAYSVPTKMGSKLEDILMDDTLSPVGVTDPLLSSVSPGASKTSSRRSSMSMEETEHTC
TEAD-YAP block: TEAD-YAP interaction inhibition | HEK-TIYL cells, TEAD-Gal4/YAP UAS-luciferase luminescence | inhibition, % at 9.12 µM | 640,000 compounds, 1.4% hits | AID 1259422; in the data active means inhibition above about 32%;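 further: 0% = median of test compound wells and 100% = reference inhibitor wells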
GPR151 ag: activates the human receptor GPR151; 650,000 compounds, 1% hits; activation, % at 11.2 µM; Q8TDV0; AID 1508602; PathHunter beta-arrestin GPR151 cells, luminescence; in the data active means activation above about 4.9%;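 further: 0% = median of compound wells and 100% = cells with positive control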
Target sequence (Q8TDV0 whole entry, looked up): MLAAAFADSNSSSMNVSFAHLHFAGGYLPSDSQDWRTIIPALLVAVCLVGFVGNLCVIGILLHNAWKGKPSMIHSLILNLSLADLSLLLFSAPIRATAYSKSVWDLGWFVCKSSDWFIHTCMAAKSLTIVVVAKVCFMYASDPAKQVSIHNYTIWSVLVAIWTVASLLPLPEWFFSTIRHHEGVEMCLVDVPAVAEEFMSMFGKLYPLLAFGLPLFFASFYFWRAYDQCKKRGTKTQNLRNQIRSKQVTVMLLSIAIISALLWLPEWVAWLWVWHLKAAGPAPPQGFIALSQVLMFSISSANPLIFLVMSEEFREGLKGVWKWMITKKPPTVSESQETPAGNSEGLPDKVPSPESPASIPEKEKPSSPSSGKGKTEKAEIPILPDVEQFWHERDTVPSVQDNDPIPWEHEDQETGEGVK
* hit, by the source's call; nt = no result given.

Every second line gives: GPR151 ag, FBW7 activator, MITF primary, TEAD-YAP block
- CCCNC(=O)c1ccc2c(c1)ncn2-c1ccccc1OC
  -0.7, 0.1, 18, -16
- COc1ccc2cc(C(=O)NCc3ccccc3)c(=Nc3ccc(C(=O)O)cc3)oc2c1
  -0.2, 0.1, 0, -5
- C/C(=N\NC(=O)CSCc1ccccc1Cl)c1cc(O)ccc1O
  -0.4, 0.7, 10, -8
- Cc1ccc(NS(=O)(=O)c2ccc(N=Cc3c(C)[nH]n(-c4cccc(Cl)c4)c3=O)cc2)cc1
  1.7, 0.2, 20, 0
- COC(=O)c1ccc(-n2c(C)cc(/C=N\Nc3ccc([N+](=O)[O-])cn3)c2C)cc1
  0.7, -0.3, 8, -18
- CCOc1ccc(OCCCOc2ccccc2C(C)=O)cc1
  -0.5, 0.1, -27, -9
- CC1=C(C(=O)OCCc2ccccc2)C(c2ccccc2F)C2=C(CC(c3ccc(Cl)cc3)CC2=O)N1 (stereo not drawn)
  -0.9, 0.1, -12, 0
- [N-]=[N+]=Nc1ccc(C(=O)CSC[C@H](NC(=O)CC[C@H](N)C(=O)O)C(=O)NCC(=O)O)cc1
  -0.4, -0.1, 20, 1
- CC(=O)Nc1ccc(C(=O)OCC(=O)Nc2ccc(F)cc2Cl)cc1
  -1.4, 0.1, 8, 9
- COc1ccc(NC(=O)c2cc(Cl)ccc2Cl)c(OC)c1
  0.9, 0.0, 6, 0
- CC(=O)c1nn(-c2ccc(F)cc2)nc1Nc1cccc2cccnc12
  -0.4, -0.1, 3, -4
- CCOc1ccc(N2C(=O)CC(NCCc3ccccc3)C2=O)cc1 (stereo not drawn)
  0.3, -0.1, 5, -7
- CC(C)OCC(O)CN1CCN(CC(O)COc2ccc3c(c2)OCO3)CC1 (stereo not drawn)
  0.9, 0.8, -13, -1
- COc1ccc(-c2noc(CSc3nnc(-c4ccncc4)n3CC(C)C)n2)cc1
  1.8, 0.2, 5, 6
- O=C(CSc1nc(N2CCCCC2)nc(N2CCCCC2)n1)N1CCc2ccccc21
  -1.7, -0.2, -13, 2
- Cc1c(C(=O)N2CCN(Cc3ccccc3)CC2)sc2ncnc(N3CCc4ccccc4C3)c12
  0.8, -0.2, -6, 1
- COCC(=O)N1CCc2nc(-c3ccccc3)c3c(c2C1)CO[C@@H](C)C3
  0.9, -0.1, 2, nt
- CCC(C)NC(=O)C1CCCN(S(C)(=O)=O)C1 (stereo not drawn)
  -0.8, 0.0, 17, 6
- CCOC(CNC(=O)c1ccc2ccccc2n1)(OCC)c1ccncc1
  0.0, -0.3, 1, -19
- COc1ccc(C(=O)N/C(=C\c2cccc([N+](=O)[O-])c2)C(=O)Nc2cc(Cl)ccc2Cl)cc1Br
  -0.1, 0.0, -1, 2
- COc1ccccc1C=NC12CN3CN(CN(C3)C1)C2
  0.2, -0.1, -7, 4
- CC1(C)CC(=O)C/C(=N\NC(=O)Cc2ccccc2)C1
  0.7, 0.0, 12, 4
- CN(Cc1ccsc1)C(=O)CCC1(Cc2ccc(Cl)cc2)CCC(=O)N1 (stereo not drawn)
  -0.3, -0.1, -4, 0
- CN1CCN(CCC(=O)N/N=C/c2ccccc2[N+](=O)[O-])CC1
  1.0, -0.1, 6, -3
- COC(=O)c1ccc(CN2CCN(c3ccc(OC)cc3)C2=O)cc1
  1.3, 0.0, 0, -63
- CCOC(=O)c1cnc(SCc2nc(N)nc(Nc3ccc(C)cc3)n2)nc1N
  0.9, -0.1, -11, 18
- COc1ccc(Nc2nc(NCCCO)nc3c2cnn3C)cc1
  -0.3, -0.2, -5, -9
- Cc1cc(Nc2ccc(F)cc2Cl)n2ncnc2n1
  -0.7, 0.0, -9, -14
- CC(=O)Oc1nsnc1N1CCOCC1
  0.6, -0.6, -3, -1
- COc1ccc(OC)c(C2C(C#N)=C(N)N(c3ncn[nH]3)C3=C2C(=O)CCC3)c1 (stereo not drawn)
  -1.3, 0.1, -3, -4
- CCOc1ccc(CN2CCCC(C(=O)NN)C2)cc1 (stereo not drawn)
  2.4, -0.1, 23, 13
- NS(=O)(=O)c1ccc(N/N=C/c2cccc(Oc3ccccc3)c2)c([N+](=O)[O-])c1
  0.3, -0.1, 2, -2
- O=C(Cn1ncc2c1-c1ccccc1OC2)NCCN1CCC(Cc2ccccc2)CC1
  -1.0, 0.0, -1, 4
- COc1ccccc1N(CCC#N)N=O
  1.4, -0.1, 4, 1
- COc1ccc(NC(=S)N2CCN(Cc3c(C)nn(C)c3C)CC2)cc1OC
  0.3, -0.2, -8, -2
- Cc1cc(C)n(-c2nc3cc(Cl)ccc3n3c(C)nnc23)n1
  -0.5, -0.2, 5, 10
- CN1CCN(Cc2cnn(-c3ccc(Cl)cc3)c2)CC1CCO (stereo not drawn)
  4.8, -0.2, -2, -8
- CCOC(=O)c1sc(=S)n(-c2ccc([N+](=O)[O-])cc2)c1N
  -0.9, 0.5, 7, 8
- OC1(C#CC#CC2(O)CCCCC2)CCCCC1
  0.3, -1.2, -1, -1
- CCOc1ccc(C2Oc3c(OC)cccc3C3CC(c4cccnc4)=NN32)cc1 (stereo not drawn)
  -0.1, -0.1, 3, -31
- COc1ccc(CC(=O)Nc2cc(Oc3ccccc3C#N)ccn2)cc1
  3.1, 0.1, -12, 3
- COC(=O)c1c(NC(=O)c2ccc(F)cc2)sc2c1CCCCC2
  0.6, 0.0, -14, -6
- C[C@H]1NC(=O)[C@@H]2C[C@H](NC(=O)c3cccnc3)CN2C1=O
  -2.3, -0.1, 9, 7
- Nc1c(C(=O)c2ccc(Br)cc2)sc2nc(N3CCOCC3)c3c(c12)CCCC3
  1.1, 0.1, -9, 2
- CCOC(=O)C1=C(C)NC(=S)NC1c1ccc(OC)c(Br)c1 (stereo not drawn)
  -0.5, 0.3, 5, 1
- Oc1ccccc1C(Nc1nccs1)c1ccc2cccnc2c1O (stereo not drawn)
  2.1, -1.9, 41, 24
- CC(C)N(C)c1nc2ccccn2c(=O)c1C=O
  -0.6, -0.4, 12, -6
- Oc1c(C(c2ccccn2)N2CCCCC2)ccc2cccnc12 (stereo not drawn)
  -0.5, -0.1, 99*, 39*
- O=C(NCCCCNC(=O)Oc1ccccc1)Oc1ccccc1
  1.1, -0.1, -2, 0
- C=CCN(C)C(=O)c1cnc2scc(-c3ccccc3)n2c1=O
  -0.4, -0.1, -21, -6
- CCc1ccc(NC(=O)c2nc(-c3ccncc3)no2)cc1
  -1.3, -0.1, 7, -4
- COCCN(CCOC)S(=O)(=O)c1ccc(C(=O)Nc2nc(-c3cc(C)ccc3C)cs2)cc1
  0.8, -0.2, 21, 21
- CC(=O)Nc1ccc2nc3c(=O)n(C4CCCCCC4)c(=O)[nH]c3nc2c1
  -0.2, -0.2, 2, 3
- Cc1cc(Br)ccc1NC(=O)CN(C)S(=O)(=O)c1ccc(Cl)cc1
  0.0, -0.2, -6, -3
- CC(=O)N1CCN(c2ccc(NCc3ccc(C)cc3)cc2)CC1
  -0.2, -0.3, 11, 17
- Cc1oc2ccc(OCC(=O)O)cc2c1C(=O)OC(C)C
  -1.7, 0.2, 7, 13
- COc1ccc(-c2nnc(SCC(C)=O)n2C)cc1
  2.5, -0.1, -4, -2
- COc1ccc(N2C(=O)CC(Sc3ncn[nH]3)C2=O)cc1 (stereo not drawn)
  0.1, 0.0, -10, -12
- Nc1ccc(-c2cnnn2-c2ccc([N+](=O)[O-])cc2)cc1
  0.6, 0.0, -3, -4
- Cc1cc(C(=O)COC(=O)/C=C/c2nc3ccccc3s2)c(C)n1CC1CCCO1 (stereo not drawn)
  -0.7, 0.7, 11, -9

Record cards (already shown). Screens in order: GPR151 ag	FBW7 activator	MITF primary	TEAD-YAP block
COc1ccc(CC(=O)Nc2cc(Oc3ccccc3C#N)ccn2)cc1 in the list: 3.1	0.1	-12	3
CCOC(=O)C1=C(C)NC(=S)NC1c1ccc(OC)c(Br)c1 (stereo not drawn) in the list: -0.5	0.3	5	1
CC(C)N(C)c1nc2ccccn2c(=O)c1C=O in the list: -0.6	-0.4	12	-6
Oc1c(C(c2ccccn2)N2CCCCC2)ccc2cccnc12 (stereo not drawn) in the list: -0.5	-0.1	99*	39*
CC(=O)N1CCN(c2ccc(NCc3ccc(C)cc3)cc2)CC1 in the list: -0.2	-0.3	11	17

(continued)
Every second line gives: GPR151 ag, FBW7 activator, MITF primary, TEAD-YAP block
- Cc1cccc(NCCCC(=O)N/N=C/c2ccc(N(C)C)cc2)c1
  -1.3, -0.1, 0, 5
- O=C(Cc1c[nH]c2ccccc12)NCC1Cc2c(F)ccc(-c3ccncc3)c2O1 (stereo not drawn)
  0.1, -0.2, -1, -4
- CCOc1cccc(/C=N/NC(=O)c2ccncc2)c1O
  -0.5, -0.2, -118, 4
- Cc1c(-c2ccccc2)cc(-c2ccccc2)nc1-c1ccccc1
  -0.3, 0.1, 7, -1
- CCSc1nnc(NC(=O)CSc2c[nH]c3ccccc23)s1
  0.1, 0.0, 0, 4
- COc1ccc(CCNC(=O)Cn2ncc3ccsc3c2=O)cc1OC
  0.8, -0.1, -18, 9
- Cn1nnnc1SCC(=O)NNC(=O)COc1ccc(Br)cc1
  1.3, 0.1, 10, -6
- O=[N+]([O-])c1ccc(OCCOc2cccc3cccnc23)cc1
  -1.2, 0.1, 17, -2
- CC1(C)CC(=O)c2cc(OCC(=O)NCCC3=CCCCC3)ccc2O1
  0.1, -0.1, -4, -21
- O=C(NCc1cccnc1)c1csc(Nc2ccncn2)n1
  -0.5, 0.3, 21, 9
- O=C1N[C@@H](COCc2ccccc2)C(=O)N2CCN(C(=O)c3ccc(-c4ccccc4)cc3)C[C@H]12
  1.3, -0.1, 1, -14
- CCOC(=O)/C(=C\c1cccc(Br)c1)NC(=O)c1ccccc1
  -0.8, 0.3, 0, 0
- COc1cccc(CN2CCC(=O)N(Cc3cc(C)cc(C)c3)CC2)c1
  -3.2, -0.3, -9, 1
- COc1ccc(NC(=O)CC23CC4CC(CC(C4)C2)C3)c([N+](=O)[O-])c1
  -0.1, -0.4, 16, -1
- COc1ccc(CCNc2cc(N3CCN(C(=O)COc4ccc(C(C)(C)C)cc4)CC3)ccc2[N+](=O)[O-])cc1OC
  0.5, 0.5, 5, -50
- CC1=NN(c2ccc(F)cc2)C(=O)/C1=C/c1ccc(-c2ccc3c(c2)C(=O)OC3)o1
  2.9, 0.0, -5, -1
- Cc1ccc(N2C(=O)CSC2c2cccnc2)cc1C (stereo not drawn)
  -0.4, -0.2, 6, 2
- Cc1cc(OCC(=O)OCC(=O)N2CCC(C(N)=O)CC2)ccc1Cl
  0.0, -0.1, -6, -1
- N#Cc1ccccc1CSc1ncn[nH]1
  0.8, 0.1, 4, -4
- Cc1ccc2[nH]c3c(c2c1)CCNC31CCN(C(=O)CC2(CC(=O)O)CCCC2)CC1
  0.8, 0.2, 20, -7
- Cc1ccc(NC(=O)CSc2nc3ccccc3c(=O)n2-c2ccc(Cl)cc2)cc1
  0.6, 0.0, 9, 11
- CCOC(=O)C1(Cc2ccc(OC)cc2)CCN(C(=O)c2sc(C)nc2C)CC1
  1.4, 0.1, -30, -10
- CC1CC(C)(C)CC2(C1)NC(=O)N(CC(=O)N1CCN(C(=O)c3ccccc3)CC1)C2=O (stereo not drawn)
  0.7, 0.3, 7, 1
- COc1ccccc1C(=O)N1CCN(S(=O)(=O)c2ccc(Cl)cc2)CC1
  0.2, 0.7, 14, 5
- Cc1cc(Br)ccc1OCCn1ccnc1
  0.9, -0.1, 31, -5
- COc1ccc2nc(NC(=O)CC3(CC(=O)O)CCCCC3)sc2n1
  0.0, -0.3, -4, -2
- CCN1C(=O)S/C(=C\c2cc(Cl)c(O)c(OC)c2)C1=O
  1.7, 0.0, 16, -11
- CCOC(=O)c1ccc(COc2ccc(C=O)cc2OC)cc1
  -0.1, -0.2, -1, -27
- CC1(C)Cc2c(sc(NC(=O)c3ccc(Cl)cc3)c2C#N)CO1
  0.7, 0.7, 31, -26
- COc1ccc(C(=O)CSc2nc(C)cc(=O)[nH]2)cc1OC
  0.7, 0.3, 10, 2
- CCCCNC(=O)c1ccccc1NS(C)(=O)=O
  -1.5, 1.0, 7, 1
- Nc1nnc(SCc2ccc3c(c2)OCO3)s1
  2.1, 0.1, 9, 0
- Cc1ccc(C)c(Cn2cnc3c(cnn3C(C)(C)C)c2=O)c1
  0.6, 0.3, 8, -15
- CCCCOC(=O)COc1ccc2c(C)c(CCC)c(=O)oc2c1
  -0.3, 0.0, -2, 10
- O=C1CCCN1CCCNc1ccnc(N2CCC(N3CCOCC3)CC2)n1
  -0.3, -0.1, -8, 0
- CCNc1nc(NC(C)C)nc(OCCOC(C)=O)n1
  5.1*, 0.0, -3, 10
- Cc1cccc(NC(=O)c2ccc(CNc3c(N4CCCC4)c(=O)c3=O)cc2)c1
  0.1, 0.0, -3, 0
- COc1ccc2c(C)nc(N3CCC(C(=O)N4CCCC(O)C4)CC3)nc2c1 (stereo not drawn)
  0.6, -0.2, -5, -2
- Cc1nc(N2CCC(C(=O)N3CC4(C)CC3CC(C)(C)C4)CC2)nc2ccccc12 (stereo not drawn)
  0.2, 0.3, -9, -6
- O=C(O)COc1ccc2c(c1)C(=O)CC1(CCCCC1)O2
  -0.8, 0.6, 9, 17
- O=C(N[C@H]1CCCCNC1=O)c1ccc(N2CCC(NCCC3=CCCCC3)CC2)cc1
  -1.5, -0.1, -6, 1
- O=C1OC(c2ccc(Br)cc2)=N/C1=C\c1ccc(OCc2ccccc2)cc1
  2.1, 0.1, 4, -5
- CCc1ccc(NC(=O)Cn2cc(C=O)c3ccccc32)cc1
  1.6, -0.2, -1, 26
